CHT block – inhibitors of human choline transporter CHT; High affinity choline transporter 1 (Homo sapiens), Q9GZV3; CHT-expressing cells, membrane potential dye, choline response; hits give low values; B-score at 10 µM; hit rate 0.86% among 310,000; AID 488975, 2010;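 active = B-score over 3 SD under the library average, and starting fluorescence ratio not unusually high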;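 also: choline stimulus applied at its EC90 after an EC20 pre-addition; B-score computed on integrated fluorescence ratio after choline addition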
KCNQ2 block – KCNQ2 potassium channel inhibitors, primary screen, cell-based, CHO-K1, FluxOR thallium flux, B-score (AID 2156); B-score at 10 µM; 20 min; hits give low values; hit rate 1.1% among 310,000;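 active = fluorescence ratio B-score at most minus 3 library SDs, with starting brightness B-score within 2 library SDs, cut at about -5.5 in these data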
Target sequence (O88943 whole entry, looked up): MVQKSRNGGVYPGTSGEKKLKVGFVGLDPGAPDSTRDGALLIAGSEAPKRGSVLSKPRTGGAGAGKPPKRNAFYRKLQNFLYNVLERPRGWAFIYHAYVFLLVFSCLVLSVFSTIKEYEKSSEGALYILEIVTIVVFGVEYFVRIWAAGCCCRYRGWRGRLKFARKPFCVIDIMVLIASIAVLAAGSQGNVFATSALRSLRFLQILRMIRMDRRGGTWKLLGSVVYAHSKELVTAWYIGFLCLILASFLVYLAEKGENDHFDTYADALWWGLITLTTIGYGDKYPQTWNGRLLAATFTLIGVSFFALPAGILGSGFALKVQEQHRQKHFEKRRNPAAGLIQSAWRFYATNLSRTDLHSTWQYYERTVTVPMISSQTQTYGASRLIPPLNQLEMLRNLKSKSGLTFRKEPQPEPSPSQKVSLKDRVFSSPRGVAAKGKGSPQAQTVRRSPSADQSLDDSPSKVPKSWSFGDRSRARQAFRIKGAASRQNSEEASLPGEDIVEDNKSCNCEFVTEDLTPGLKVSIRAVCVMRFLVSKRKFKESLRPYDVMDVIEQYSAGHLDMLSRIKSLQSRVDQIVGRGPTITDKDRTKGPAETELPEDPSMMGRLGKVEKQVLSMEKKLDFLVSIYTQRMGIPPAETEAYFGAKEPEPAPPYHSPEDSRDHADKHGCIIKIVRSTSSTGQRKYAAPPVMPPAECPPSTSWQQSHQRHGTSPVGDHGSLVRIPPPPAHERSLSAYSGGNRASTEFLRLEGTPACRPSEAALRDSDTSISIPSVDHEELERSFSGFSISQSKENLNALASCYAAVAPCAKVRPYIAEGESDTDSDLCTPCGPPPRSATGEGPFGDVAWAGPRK
The depositor's hits bear a star; i = inactive; . = not tested or not shown.

SMILES	CHT block	KCNQ2 block
COC(=O)c1cc(C(=O)NC(C)C2CC3CCC2C3)cc([N+](=O)[O-])c1 (configuration not stated)	i	i
Cc1nc(NC(=O)c2ccc(Cl)cc2)nc2cc3c(cc12)OCO3	i	i
OCCC1CN(Cc2cccc3nonc23)CCN1Cc1ccsc1 (configuration not stated)	i	i
CC1(C)CC(NC(=O)c2coc(=O)c(Br)c2)CC(C)(C)N1	i	i
CC(=O)Nc1ccc(C(=O)CS(=O)(=O)c2ccc(C)cc2)cc1	i	i
Cc1ccc([N+](=O)[O-])cc1NC(=O)Nc1onc(C)c1C	i	i
Cc1c(-c2ccc(Cl)cc2)[n+](=O)c(-c2ccccc2)cn1[O-]	i	i
CC(C)(C)OC(=O)NCCCCCc1cn([C@@H](CO)C(=O)NCCCCCCCCCCC(=O)N2CCN(C(=O)OC(C)(C)C)CC2)nn1	i	.
O=P(O)(CCc1ccccc1)CN1CCCCC1	i	i
CN(CC(=O)NCc1cccs1)S(=O)(=O)c1cccc2nsnc12	i	i
COc1ccc(C(C(=O)NC(C)(C)C)N(C(=O)CCC(=O)Nc2cc(C)on2)c2cccc(F)c2)cc1 (configuration not stated)	i	i
CCOc1ccc(S(=O)(=O)Nc2cccc(C(=O)NCC(c3ccco3)N(C)C)c2)cc1 (configuration not stated)	i	i
CCn1c(-c2csc3ccccc23)n[nH]c1=S	i	i
O=C(CO/N=C1\CCCc2nonc21)Nc1ccccc1Cl	i	i
CCc1ccc(N2CC(C(=O)NC3=NCCS3)CC2=O)cc1 (configuration not stated)	i	i
O=C(Nc1ccc(S(=O)(=O)Nc2ncccn2)cc1)c1cc([N+](=O)[O-])ccc1Cl	i	i
Cn1c(=O)c2c(ncn2CC(=O)N2CCN(c3ccc([N+](=O)[O-])cc3)CC2)n(C)c1=O	i	i
COc1ccc(C2SCC(=O)N2CCc2ccc(OC)c(OC)c2)cc1 (configuration not stated)	-6*	i
Cc1nc(SC2CC(=O)N(c3cc(Cl)cc(Cl)c3)C2=O)nc2c1CCCC2 (configuration not stated)	-9.2*	i
COc1ccc(CCNc2ccc(C(CC(N)=O)NC(=O)c3cc(OC)ccc3OC)cc2[N+](=O)[O-])cc1 (configuration not stated)	i	i

Overlap with the part before: seven compounds, followed by the next part.
SMILES	CHT block	KCNQ2 block
O=C(CO/N=C1\CCCc2nonc21)Nc1ccccc1Cl	i	i
CCc1ccc(N2CC(C(=O)NC3=NCCS3)CC2=O)cc1 (configuration not stated)	i	i
O=C(Nc1ccc(S(=O)(=O)Nc2ncccn2)cc1)c1cc([N+](=O)[O-])ccc1Cl	i	i
Cn1c(=O)c2c(ncn2CC(=O)N2CCN(c3ccc([N+](=O)[O-])cc3)CC2)n(C)c1=O	i	i
COc1ccc(C2SCC(=O)N2CCc2ccc(OC)c(OC)c2)cc1 (configuration not stated)	-6*	i
Cc1nc(SC2CC(=O)N(c3cc(Cl)cc(Cl)c3)C2=O)nc2c1CCCC2 (configuration not stated)	-9.2*	i
COc1ccc(CCNc2ccc(C(CC(N)=O)NC(=O)c3cc(OC)ccc3OC)cc2[N+](=O)[O-])cc1 (configuration not stated)	i	i
COc1cc(NC(=O)Cn2nnc(-c3ccccc3N)n2)cc(OC)c1	i	i
COc1ccc(NC(=O)CCC(=O)Nc2cc(OC)c(NC(=O)c3ccco3)cc2OC)c(OC)c1	i	i
COc1ccccc1NS(=O)(=O)c1cc(NC(=O)CCC(=O)c2cccs2)ccc1Cl	i	i
Cc1cc(N/C(=N/S(=O)(=O)c2cc(F)ccc2F)c2ccccc2)n(-c2ccccc2)n1	i	i
CCn1c(C)nc2cc(C(=O)N=Nc3c(O)[nH]c4c(C)cc(C)cc34)ccc21	i	i
NC(=O)C1(NC(=O)[C@@H]2CC3(CC(c4cccc(NC(=O)[C@@H]5CCC(=O)N5)c4)=NO3)CN2C(=O)c2ccccc2)CC1 (some centres not stated)	i	i
O=C(CN1CCCCCC1)Nc1cc([N+](=O)[O-])ccc1Cl	i	i
CSc1cnn(Cc2ccccc2)c(=O)c1SCc1ccccc1	i	i
CSc1nc2c(c(=O)[nH]1)C(c1ccc(F)cc1)CC(=O)N2 (configuration not stated)	i	i
COc1cccc(C(=O)CN2CCN(S(=O)(=O)c3ccc(Br)cc3)CC2)c1	i	i
O=C(CCNS(=O)(=O)c1ccccc1C(F)(F)F)NNC(=O)c1csc(N2CCOCC2)n1	i	i
O=c1cc(N2CCN(c3ccccc3F)CC2)[nH]c(=O)n1-c1ccc(Br)cc1	i	i
COc1ccc(C(=O)Cn2nnc(-c3ccccc3NC(=O)c3ccco3)n2)cc1	i	i
CCN1C(=O)[C@H]2[C@@H](c3ccc(C)cc3)N3C(=O)N(c4ccc(OC)cc4)C(=O)[C@@]3(C)[C@H]2C1=O	i	i
CN1CCN(C2=C(Cl)C(=O)N(c3ccc(Cl)c(Cl)c3)C2=O)CC1	i	i
O=C(c1noc2c1CCc1ccccc1-2)N1CCOCC1	i	i
CCOC(=O)C1CCN(C(=O)CCc2c(C)nc3c(-c4ccc(F)cc4)c(C)nn3c2C)CC1	i	i
O=c1oc2ccc3ccccc3c2cc1-c1nc2ccccc2o1	i	i
Cc1ccc(-n2nc3c(=O)n(CCCC(=O)N4CCC(C)CC4)nc(C)c3c2C)cc1	i	i
COc1cc2c(cc1OC)C(C(=O)Nc1ccc(F)c(Cl)c1)CC(=O)N2 (configuration not stated)	i	i
COc1ccc(S(=O)(=O)N2CCN(Cc3cc(OC)c(OC)cc3OC)CC2)cc1	i	i
O=C(N/N=C/c1ccccc1OC(=O)c1ccc2c(c1)OCO2)c1ccccc1	i	i
CCOC(=O)C1CCCN(C(=O)c2sc3nc(C)nc(N(CC)CC)c3c2C)C1 (configuration not stated)	i	i
Cc1nnc(-c2cnn(C)c2N)n1Cc1ccc2c(c1)OCO2	i	i
COc1ccc(CCNC(=O)c2ccccc2C(=O)NCCc2ccc(OC)c(OC)c2)cc1OC	i	i
CCOC(=O)c1c(NC(=O)C[n+]2ccccc2)sc2c1CCCC2	i	i
CCc1ccc(N(CC(=O)NC(C)(C)C)C(=O)CNC(=O)c2cccs2)cc1	i	i
CCOP(=O)(OCC)C(NC(=O)c1cc([N+](=O)[O-])cc([N+](=O)[O-])c1)C(F)(F)F (configuration not stated)	i	i
O=C(CNC(=O)c1ccccc1Br)NCCSc1ccc(Br)cc1	i	i
O=C(Nc1cccc(S(=O)(=O)N2CCOCC2)c1)c1cn(-c2ccccc2)nc1-c1ccccc1	i	i
COc1ccccc1NNC(=O)C(O)(c1ccccc1)c1ccccc1	i	i
C=CCN1C(=O)CSc2ccc(C(=O)NCc3ccco3)cc21	i	i
CCOC(=O)c1sc2ncn(C(CC)C(=O)OCC)c(=O)c2c1C (configuration not stated)	i	i
CCOc1ccc(NC(=O)CN(C)C(=O)CSCc2c(C)noc2C)cc1OCC	i	i
COc1ccccc1NC(=S)NCCC(c1ccccc1)c1ccccc1	i	i
CCOCCn1c(N2CCCC2)nc2c1c(=O)n(C)c(=O)n2C	i	i
CCn1cc(CN2CCc3c([nH]c4ccccc34)C2c2cccc(O)c2)c(C)n1 (configuration not stated)	i	i
CS(=O)(=O)N(CC(=O)O)c1ccc(C23CC4CC(CC(C4)C2)C3)cc1	i	i
CS(=O)(=O)N1c2ccccc2[C@]2(Br)C[C@H]3C(=O)N[C@@H](Cc4ccccc4)C(=O)N3[C@H]12	i	i
CC(C)c1nnc(NC(=O)CSc2nc3ccccc3s2)s1	i	i

Random excerpt: three entries already listed, in no set order.
SMILES	CHT block	KCNQ2 block
C=CCN1C(=O)CSc2ccc(C(=O)NCc3ccco3)cc21	i	i
CCn1cc(CN2CCc3c([nH]c4ccccc34)C2c2cccc(O)c2)c(C)n1 (configuration not stated)	i	i
COc1ccccc1NC(=S)NCCC(c1ccccc1)c1ccccc1	i	i

The list goes on:
SMILES	CHT block	KCNQ2 block
O=C(NCCCCCCNC(=O)c1ccncc1)c1ccncc1	i	i
Cc1cccc(NC(=S)NNC(=O)c2cc3c(s2)CCC(C)C3)c1C (configuration not stated)	i	i
CN(C)S(=O)(=O)c1cccc(C(=O)OCC(=O)Nc2sccc2C#N)c1	i	i
C(CNC1C2CC3CC(C2)CC1C3)CN1CCOCC1 (configuration not stated)	i	i
CN(Cc1ccccc1)c1nc(-c2cccc([N+](=O)[O-])c2)nc2ccccc12	i	i
CCOc1ccc(-c2cc(N)n(S(=O)(=O)c3ccc(OC)c(OC)c3)n2)cc1	i	i
CCOc1cc(-n2ncc(C#N)c2N)nc(SC)n1	i	i
S=C(Nc1cccc2ccccc12)NN1CCOCC1	i	i
CC(O)CNc1nc2ccccc2n1CC(=O)NC12CC3CC(CC(C3)C1)C2 (configuration not stated)	i	i
COc1ccccc1S(=O)(=O)n1cc(Cc2ccccc2)c(N)n1	i	i
CCOc1ccccc1N1CCN(C(=O)Cc2ccc(S(=O)(=O)N3CCOCC3)s2)CC1	i	i
CN1CCN(c2ccc(Cl)cc2NC(=O)CCN2C(=O)c3ccccc3C2=O)CC1	i	i
Cc1ccc(C)c(C(=O)CCC(=O)NCc2ccc(Cl)cc2)c1	i	-6*
COc1cccc(CNn2c(-c3cccc(C)c3)nc3ccccc3c2=O)c1O	i	i
CCn1cc(C(=O)N2CCN(c3ccccn3)CC2)c2cc(OC)c(OC)cc2c1=O	i	.
Cc1cc(C)c(NC(=O)CS(=O)CC(=O)N2CCN(c3ccccc3)CC2)c(C)c1 (configuration not stated)	i	i
Cc1cccc(OCC(=O)Nc2ccc(S(=O)(=O)N3CCCC3)cc2)c1	i	i
CCCCNC(=S)Nc1ccc(SC(F)F)cc1	i	i
Cc1nn(C)c2c(=O)c(=O)c2n(C)[nH]1	i	i
COc1ncnc2c1sc1nc(-c3ccccc3)c3c(c12)CCCC3	i	i
O=C(NCc1ccccc1)c1ccc2c(=O)n(CC3CCCO3)c(=S)[nH]c2c1 (configuration not stated)	i	i
COc1cccc(NC(C(=O)Nc2cccc(C(C)=O)c2)c2ccccc2)c1 (configuration not stated)	i	i
Cc1cccc(NC(=S)N2CCCCCC2)c1	i	i
COc1ccc(-c2nc(N/N=C(\C)c3ccc(O)cc3)c3ccccc3n2)cc1	i	i
C=CCn1cccc(C(=O)Nc2cc(OC)c(OC)c(OC)c2)c1=O	i	i
COC(=O)c1ccc(C(=S)N2CCOCC2)cc1	i	i
CCOC(=O)/C=C1\NC(=O)CS1	i	i
CCc1ccccc1Nc1nc(N)nc(COC(=O)CCNS(=O)(=O)c2ccccc2)n1	i	i
Cc1c(OCC(=O)NC2CC(C)(C)NC(C)(C)C2)ccc2c1oc(=O)c1ccccc12	i	i
CNC(=S)N1N=C(c2ccc(C)cc2)CC1c1cc(OC)ccc1OC (configuration not stated)	i	i
CC(=O)Nc1ccc(C(=O)NC2CCCC2)cc1	i	.
COc1ccc(C2C=C(C)Nc3ncnn32)cc1 (configuration not stated)	i	i
CC(=O)c1ccc(N2CCN(C(=O)CCCn3c(=O)[nH]c4ccccc4c3=O)CC2)cc1	i	i
COc1ccc(C2CC(c3ccccc3)=NN2C(=O)COC(=O)C2(C)CC2(Cl)Cl)cc1 (configuration not stated)	i	i
CCCn1cc(CN2CCC(Cc3ccccc3)(C(=O)OCC)CC2)c(C)n1	i	i
COc1cc(C#N)ccc1OCC(=O)Nc1cccc(S(=O)(=O)N2CCCC2)c1	i	i
Cc1cccc(OCc2nnc(SCC(=O)N3c4ccccc4CC3C)n2C)c1C (configuration not stated)	i	-6*
C/C(CC(=O)NCc1ccc(Cl)cc1)=N\NC(=O)Cc1ccccc1	i	i
CCOC(=O)C(Cc1ccc(NC(=O)/C(=C/c2ccc(OC(C)=O)cc2)NC(C)=O)cc1)N1C(=O)c2ccccc2C1=O (configuration not stated)	i	i
NNC(=O)CCCCCCCCCCOCCCCO	i	i
Cc1cc(C)c(OCCN(C)C)c(Cl)c1	i	i
CCn1c(=O)c2cc(C(=O)NC(C)C)sc2c2ccccc21	i	i
O=C(CCNC(=O)c1ccccc1Cl)Nc1ccc(S(=O)(=O)Nc2ncccn2)cc1	i	i
Cc1cccc(NC(=O)CCC(=O)N/N=C/c2cc([N+](=O)[O-])ccc2O)c1	i	i
CC(C)c1ccc(S(=O)(=O)N2CCN(C(=O)CCNS(=O)(=O)c3ccccc3F)CC2)cc1	i	i
CCOc1ccc(S(=O)(=O)NCCC(=O)NCCOc2ccccc2OC)cc1	i	i
Cn1c(=O)c2c3c(sc2n2c(SCc4ccccc4)nnc12)CCCC3	i	i
CCn1nc(C)c(CN2CCN(Cc3ccc(OC)c(C)c3C)C(CCO)C2)c1C (configuration not stated)	i	i
O=C(CCC(=O)NC12CC3CC(CC(C3)C1)C2)NC1CCCCC1	i	i
COc1ccc(Nc2ncnc3sccc23)cc1OC	i	i
The results go on.
SMILES	CHT block	KCNQ2 block
S=C(c1ccccc1)N1CCN(C(=S)c2ccccc2)CC1	i	i
Cc1ccc(Cl)cc1N1CCN(C(=O)CCS(=O)(=O)c2ccc3c(c2)NC(=O)CO3)CC1	i	i
Cc1c(OCC(=O)NCC(O)c2ccccc2)ccc2c3c(c(=O)oc12)CCCC3 (configuration not stated)	i	i
O=C(c1ccc([N+](=O)[O-])cc1)n1nc(-c2ccccc2)nc1NCc1ccccc1	i	i
Cc1cnc(C)c(N2CCN(Cc3nc(-c4ccc(C)o4)oc3C)CC2)n1	i	i
Cc1cccc(Oc2ccccc2NC(=O)c2cnccn2)c1	i	i
C=CCNS(=O)(=O)c1ccc(OCC(=O)OC)cc1	i	i

Source: PubChem BioAssay

Hits appear at their usual frequency (roughly 1.9% active in at least one column).
